BAZ2B block = inhibitors of human BAZ2B bromodomain; Q9UIF8; AlphaScreen BAZ2B-H3K14Ac peptide displacement; Potency, µM (top dose mostly 114 µM), without a hit: top-dose activity change, negative = inhibition, usual class: inhibitors; 4.4% of 360,000 active; AID 504333; further: on the % scale 0 is the no-effect control and ±100 the full control effect; nearly all actives have a fitted effect of over 60% in size
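Compounds, titrated to a top concentration of 110 uM, were incubated 30 min at room temperature with preformed BAZ2B/acetyl-K14 H3 peptide complex (50 nM each). Proximity signal was measured by AlphaScreen after 20 min with beads.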
Pol eta inh = DNA polymerase eta (human) inhibition; 1.2% of 390,000 active; Potency, µM (highest dose often 114 µM), for the others: at the highest dose activity change, negative = inhibition, actives largely listed as inhibitors; recombinant Pol eta, fluorescent DNA replication assay; further: on the % scale 0 is the no-effect control and ±100 the full control effect
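Pol eta at 10 nM preincubated with compounds 15 min at room temperature; reaction started with fluorescent substrate (50 nM final) and read kinetically at 0 and 10 min.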
POLB inh = inhibitors of human DNA polymerase beta | P06746 | Pol beta primer extension/strand displacement, fluorescence kinetic | Potency, µM (doses to about 114 µM), inactives show top-dose activity change, negative = inhibition, usual class: inhibitors | 1.3% of 340,000 active | AID 485314; further: on the % scale 0 is the no-effect control and ±100 the full control effect
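Kinetic readout of DNA synthesis with strand displacement by Pol beta. Compound and 10 nM enzyme sit 15 min at room temperature; 50 nM substrate starts the reaction, read immediately and at 10 min.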
JMJD2A Tudor inh = blocks the human JMJD2A Tudor domain; O75164; AlphaScreen JMJD2A-Tudor / H3K4me3 peptide binding; Potency, µM (top dose mostly 114 µM), for inactives: top-dose activity change, negative = inhibition, hits mostly inhibitors; 4.4% of 390,000 active; further: on the % scale 0 is the no-effect control and ±100 the full control effect; nearly all actives have a fitted effect of over 50% in size
G9a inh = blocks human histone lysine methyltransferase G9a. G9a H3K9 monomethylation, AlphaScreen, 2 h. Potency, µM (titrated, usually from 102 µM), without a hit: top-dose activity, negative = inhibition, hits mostly inhibitors. 8.8% of 350,000 active. AID 504332; further: on the % scale 0 is the no-effect control and ±100 the full control effect; nearly all actives have a fitted effect of over 75% in size
Target sequence (Q96KQ7 913-1193 limits assumed): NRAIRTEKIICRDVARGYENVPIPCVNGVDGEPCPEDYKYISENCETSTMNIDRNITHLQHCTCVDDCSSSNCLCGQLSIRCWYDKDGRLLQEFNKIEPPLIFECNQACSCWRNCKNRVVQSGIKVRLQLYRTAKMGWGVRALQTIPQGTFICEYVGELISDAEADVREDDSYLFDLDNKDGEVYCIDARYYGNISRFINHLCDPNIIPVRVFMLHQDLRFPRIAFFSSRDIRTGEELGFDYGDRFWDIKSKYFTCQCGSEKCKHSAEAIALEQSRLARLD
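Enzyme 20 nM + cpd, 15 min RT; add b-H3K9 pep 500 nM / SAM 20 uM; 2 h RT; anti-H3K9me1 Ab 0.5 ug/mL + SA donor / anti-rabbit acceptor beads 20 ug/mL each, 10 min; AlphaScreen read.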
Pol kappa inh = DNA polymerase kappa (human) inhibition; Q9UBT6; 0.53% of 400,000 active; Potency, µM (top dose mostly 107 µM), for inactives: at the top dose activity, negative = inhibition, usual class: inhibitors; purified Pol kappa, fluorescent DNA synthesis assay, 10 min; further: on the % scale 0 is the no-effect control and ±100 the full control effect
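Kinetic fluorescence readout at 0 and 10 min followed reaction start with substrate at 50 nM final. Beforehand, enzyme (10 nM Pol kappa) stood 15 min with compound at room temperature; buffer-only wells were negative controls.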
APEX1 inh = blocks human APE1 abasic DNA cleavage; P27695; recombinant APE1, TAMRA/BHQ-2 abasic DNA cleavage fluorescence; Potency, µM (top dose mostly 65.8 µM), for inactives: at the highest dose activity change, negative = inhibition, hits mostly inhibitors; 0.35% of 350,000 active;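 further: plate controls were vehicle for no effect and reference inhibitor for full effect; nearly all actives have a fitted effect of over 55% in size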
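Step 1: APE1 (0.75 nM) with compound, 15 min RT. Step 2: add 50 nM fluorophore/quencher THF duplex. Step 3: three fluorescence reads 60 s apart (525/598 nm); read 3 minus read 1 = reaction progress.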
Pol iota inh = inhibitors of human DNA polymerase iota; Pol iota fluorescent replication assay, 10 min; Potency, µM (titrated, usually from 115 µM), for inactives: at the top dose activity, negative = inhibition, most hits filed as inhibitors; 1% of 390,000 active; AID 588590
Target sequence (Q9UNA4 whole entry, looked up): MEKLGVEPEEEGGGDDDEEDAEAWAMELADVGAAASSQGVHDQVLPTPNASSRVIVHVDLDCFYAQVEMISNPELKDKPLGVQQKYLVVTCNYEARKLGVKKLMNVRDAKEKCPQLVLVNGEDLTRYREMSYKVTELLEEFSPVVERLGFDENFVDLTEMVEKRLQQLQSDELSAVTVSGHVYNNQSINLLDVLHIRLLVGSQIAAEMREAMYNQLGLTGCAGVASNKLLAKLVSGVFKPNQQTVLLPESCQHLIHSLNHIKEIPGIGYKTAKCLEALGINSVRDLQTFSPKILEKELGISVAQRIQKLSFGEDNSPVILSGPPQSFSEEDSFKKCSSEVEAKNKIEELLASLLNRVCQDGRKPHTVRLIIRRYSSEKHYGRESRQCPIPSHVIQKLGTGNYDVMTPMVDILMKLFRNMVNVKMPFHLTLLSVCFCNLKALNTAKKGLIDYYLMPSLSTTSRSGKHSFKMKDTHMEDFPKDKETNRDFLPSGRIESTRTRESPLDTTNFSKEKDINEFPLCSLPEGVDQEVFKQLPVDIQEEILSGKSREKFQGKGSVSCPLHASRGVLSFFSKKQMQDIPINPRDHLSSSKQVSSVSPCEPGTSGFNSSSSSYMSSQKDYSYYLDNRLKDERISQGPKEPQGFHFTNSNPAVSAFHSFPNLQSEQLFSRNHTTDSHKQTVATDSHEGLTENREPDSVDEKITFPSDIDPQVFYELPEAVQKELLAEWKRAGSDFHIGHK
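Fluorescent replication assay read twice, at 0 min and 10 min after adding 50 nM (final) substrate. Enzyme (10 nM) and compounds were first incubated 15 min at room temperature; enzyme-free buffer wells were negative controls.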
BLM helicase inh = inhibitors of human Bloom syndrome helicase BLM; P54132; recombinant BLM DNA unwinding, fluorescence dequenching; Potency, µM (series often up to 56.1 µM), without a hit: top-dose activity change, negative = inhibition, usual class: inhibitors; 0.2% of 350,000 active;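 further: plate controls were vehicle for no effect and no enzyme for full effect; nearly all actives have a fitted effect of over 35% in size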
An asterisk follows results filed as active; u = inconclusive; x = no result given; & = joins results of further samples; [ ] = another dose, or the depositor's remark. The call rests on the fitted dose curve; in most records, active means well fitted curve in the direction sought with a large enough effect; inconclusive means small, poorly fitted or top-dose-only effect, or another doubt; inactive means no such curve, though single readings can be large; an effect the other way counts as inactive or inconclusive. Potency means the concentration at half of the fitted maximal effect. These rows are one share of the data; the hit share may differ from the screen's.

compound	POLB inh	Pol eta inh	BAZ2B block	BLM helicase inh	JMJD2A Tudor inh	G9a inh	Pol kappa inh	Pol iota inh	APEX1 inh
CC1(c2cccc([N+](=O)[O-])c2)CC(C)(C)N(C(=O)c2ccccc2)c2ccccc21 (stereo not given)	1%	-14%	-36%	-5%	u	u	11%	20%	3%
CCN(CC)S(=O)(=O)c1ccc(N/N=C(\C)c2ccncc2)nc1	9%	-1%	3%	1%	-14%	-6%	-1%	-4%	22%
COc1cc(/C=C/C(=O)O)cc(S(=O)(=O)NCCCC(=O)O)c1OC	2%	3%	u	-8%	-26%	2%[59 µM]	2%	-16%	20%
C=CCSc1nc2ccsc2c(=O)n1-c1cccnc1	1%	0%	-18%	1%	-11%[11.4 µM]	1%	-4%	72%[activator]	-4%
CC1=C(C(=O)NC(C)C)C2(CCC(C)CC2)OC1=O (stereo not given)	8%	-2%	-1%	-8%	-5%	7%[59 µM]	4%	17%	1%
CN(CCc1ccccc1)C(=O)c1cccc(NC(=O)Cc2ccc([N+](=O)[O-])cc2)c1	x	-12%	x	x	u	x	-4%	9%	-13%
COc1cccc(CNC(=O)CCC2CCCN(c3cc(C)nc(N4CCCC4)n3)C2)c1 (stereo not given)	4%	-12%	-8%	3%	-1%[11.4 µM]	x	0%	92%[activator]	0%
CCCCNC(=O)C(=O)NC(C)CCc1ccccc1 (stereo not given)	41%	-9%	6%	-2%	6%	x	-11%	-5%	15%
Cc1cc(C(=O)N2CCN(c3ncccn3)CC2)c2cc(F)ccc2n1	-1%	-4%	16%	-3%	-20%	-7%[59 µM]	3%	7%	-8%
O=C(c1ccc(CNc2c(N3CCCC3)c(=O)c2=O)cc1)N1CCN(C2CCCCC2)CC1	u	-18%	3%	0%	-3%	17%	8%	-4%	-2%
CCOC(=O)c1c(C)[nH]c(C(=O)/C(C#N)=C/c2ccc(OC(F)F)c(OC)c2)c1C	36%	-15%	-33%	0%	-28%	1%[59 µM]	5%	73%[activator]	4%
O=C(O)c1ccc(Sc2nnnn2-c2ccccc2)c([N+](=O)[O-])c1	38%[activator]	-1%	-4%	0%	-21%	x	3%	-4%	1%
COc1ccc(C2N(c3ccc(Cl)cc3)N=C(C(C)=O)N(C)N2C(C)=O)cc1 (stereo not given)	-25%	-11%	u	-12%	u	28µM*	1%	72%[activator]	-3%
N#Cc1c(-c2ccccc2)nc(SCC(=O)Nc2nnc(C(F)(F)F)s2)[nH]c1=O	11%	-9%	-21%	2%	-29%	50µM*	-12%	-9%	-4%
CCCCC(OC(=O)c1ccco1)C(=O)NCc1ccc(C)cc1 (stereo not given)	51%	3%	-17%	-3%	-2%	-1%	0%	53%[activator]	15%
CC1(C)c2[nH]c3ccccc3c2C[C@H]2C(=O)N(N)CC(=O)N21	13%	-18%	0%	-7%	-21%	u	0%	35%[activator]	-1%
CC(=O)N1C[C@H]2CON(C)[C@H]2C[C@H]1c1ccccc1Br	x	-19%	x	x	-21%	x	-2%	29%	x
CCCOC(=O)CSc1nnc(-c2ccc(Cl)cc2Cl)o1	-7%	-3%	196%[activator]	-5%	104%[activator]	183%[activator]	-5%	7%	-5%
CCN1CCCC1CNC(=O)c1cc2c(OC)cccc2[nH]1 (stereo not given)	48%	-20%	-16%	3%	-28%	-22%	0%	33%[activator]	3%
CCN(CC)CCN(C(=O)c1ccc(Br)s1)c1nc2cc3c(cc2s1)OCCO3	-1%	-16%	x	-5%	-13%	50µM*	9%	4%	-2%
Cc1ccc(C)c(N=Nc2nc3ccccc3n2C)c1	0%	4%	8.9µM*	-1%	25µM*	30%[0.501 µM]	-10%[60.1 µM]	0%	0%
COc1ccc(C(=O)CC(SCC(NC(C)=O)C(=O)O)c2ccc(Cl)cc2)cc1OC (stereo not given)	-1%	-16%	-18%	-3%	-15%	17%[2.33 µM]	-6%	10%	-1%
COc1ccc(/C=N/NC(=O)c2ccn[nH]2)cc1COc1ccc(Cl)cc1Cl	5%	-1%	-8%	-8%	-33%	-27%	-14%	3%	11%
Cc1cccc(NC(=O)C2CCCN(S(=O)(=O)c3c(C)nn(C)c3C)C2)c1 (stereo not given)	x	-17%	x	x	-12%	x	14%	-9%	x
Cc1cc(C)c(C(=O)CSc2nnc(C)c(=O)[nH]2)cc1C	-1%	-2%	-14%	-4%	-5%	40µM*	-8%	-14%	1%
COc1ccccc1CNC(=O)Cn1c(=O)nc(-c2ccccc2F)c2cc(Cl)ccc21	-10%	-15%	-16%	-1%	-10%	1%[12.7 µM]	0%[60.1 µM]	-18%	x
O=C(Nc1cccc(Cl)c1)Nc1cccc(Cl)c1	12%	-1%	12%	-1%	18%	17%[59 µM]	-15%	-2%	0%
O=C(Nc1ccc2nc3n(c(=O)c2c1)CCCC3)c1cc([N+](=O)[O-])ccc1F	-1%	u	-7%	-3%	-7%	-6%[59 µM]	-17%	u	5%
CN(C)c1ccc(N=Nc2ccc(S(=O)(=O)O)cc2)c2ccccc12	u	-15%	10µM*	-21%	35µM*	11µM*	-20%	46%[activator]	-10%
O=C(O)C=C1CCN(c2ncc(C(F)(F)F)cc2Cl)CC1	16%	1%	8%	-1%	-7%[57.1 µM]	-5%[59 µM]	-5%	9%	-3%
COc1cc(Nc2cccc[n+]2C)cc(OC)c1OC	9%	-13%	-28%	-3%	-16%	u	-2%	7%	37%
C=CCc1c(C)nc(-c2ccccc2)nc1N/N=C(\C)c1ccc(N)cc1	-3%	-10%	-33%	-5%	-22%	-3%	-17%	u	-3%
O=c1c2c(nc3cc(-c4ccc(F)cc4)[nH]n13)CCC2	-12%	6%	-9%	0%	-25%	2%	-5%	14%	14%
CCN(CC)c1nc(NNC(=O)c2ccccc2)nc(N(CC)CC)n1	x	-21%	x	x	-9%	x	-2%	8%	x
Cc1ccccc1OCCC(=O)OCC(=O)N1c2ccccc2NC(=O)C1(C)C	x	u	-38%	x	-21%	6%[59 µM]	-14%	u	-36%
COc1ccc(OC)c(N(CC(=O)Nc2cccc3ccccc23)S(C)(=O)=O)c1	x	-17%	x	x	-13%	x	3%	-11%[58.9 µM]	x
CN(CC(=O)NCCc1ccccc1)S(=O)(=O)c1cnc[nH]1	22%	-15%	2%	3%	-3%[57.1 µM]	8%[59 µM]	-9%	12%	1%
CCOC(=O)CNC(=O)c1cc2c(=O)oc3ccccc3c2s1	20%	-16%	11%	-3%	13%	15%[59 µM]	5%	18%	x
O=C(Nc1ccc(Oc2cccc(C(F)(F)F)c2)nc1)c1cccs1	4%	-3%	-2%	-12%	-5%	x	2%	7%	8%
C=CCOc1c(Cl)cc(C(=S)N2CCCC2)cc1OCC	-2%	-8%	-12%	-4%	3%	56%[activator]	1%	106%[activator]	41%[activator]

One compound at a time (already shown). Values in the order: POLB inh | Pol eta inh | BAZ2B block | BLM helicase inh | JMJD2A Tudor inh | G9a inh | Pol kappa inh | Pol iota inh | APEX1 inh
Listed for Cc1cc(C)c(C(=O)CSc2nnc(C)c(=O)[nH]2)cc1C = -1% | -2% | -14% | -4% | -5% | 40µM* | -8% | -14% | 1%
Listed for CC1(C)c2[nH]c3ccccc3c2C[C@H]2C(=O)N(N)CC(=O)N21 = 13% | -18% | 0% | -7% | -21% | u | 0% | 35%[activator] | -1%
Listed for O=c1c2c(nc3cc(-c4ccc(F)cc4)[nH]n13)CCC2 = -12% | 6% | -9% | 0% | -25% | 2% | -5% | 14% | 14%

Additional entries follow.
compound	POLB inh	Pol eta inh	BAZ2B block	BLM helicase inh	JMJD2A Tudor inh	G9a inh	Pol kappa inh	Pol iota inh	APEX1 inh
CCOC(=O)c1cc2cc(OC)ccc2nc1C	-15%	12%	13%	-13%	-4%	11%[59 µM]	11%	8%	24%
NC(=S)NN=C1Cc2cccc3cccc1c23	x	-27%	x	x	-4%	x	-10%	34%[activator]	x
COc1ccc(NC(=O)C2CCCN(S(=O)(=O)c3c(C)[nH]c(=O)[nH]c3=O)C2)cc1OC (stereo not given)	u	-8%&-1%	-5%&5%	-2%&2%	4%[11.4 µM]	-31%	-14%&-22%	9%&0%	7%
Cc1nn(C)c2c1c(C(F)(F)F)cc(=O)n2CC(=O)NCc1ccccc1Cl	-30%	-13%	3%	0%	5%	9%[59 µM]	0%	20%	x
CC(C)NC(=O)CCn1nc(-c2ccc(Cl)cc2)c2ccccc2c1=O	7%	-5%	-14%	-3%	-17%	-4%	-4%	37%[activator]	-3%
Cc1ccc(-c2csc(NC(=O)CN3CCOCC3)n2)cc1	44%	-15%	-3%	-1%	u	0%	-3%	-22%	-16%
CCCNC(=O)C1CCC(Cn2c(=O)c3sccc3n(CC(=O)NCc3cccc(OC)c3OC)c2=O)CC1 (stereo not given)	-1%	-6%	1%	-16%	-11%	-26%[59 µM]	-21%	-14%	x
CCN1CCN(Cc2ccc(NC(=O)CC3Oc4ccc(C)cc4NC3=O)cc2)CC1 (stereo not given)	5%	-25%	11%	-10%	-13%	-20%	12%	21%	0%
Cn1c(CO)cnc1SCC(=O)c1ccc(Cl)cc1	23%	-14%	-19%	-3%	-11%	-24%	4%	-16%	-3%
Cc1nn(Cc2ccc(Cl)c(Cl)c2)c(C)c1NC(=O)c1sc2ccccc2c1Cl	-5%	-13%	-2%	-6%	-3%	-28%	-2%	9%	12%
Cn1c(CO)cnc1SCc1ccccc1	1%	-14%	6%	2%	-11%	12%	2%	20%	-5%
O=C(N/N=C\c1ccc(OCC(=O)N2CCCC2)cc1)C(=O)Nc1ccccc1F	1%	-5%	-1%	2%	-12%	-21%	-13%	121%[activator]	11%
O=C(NC1CCCCCC1)c1ccc(-n2cnnc2)cc1	12%	-19%	-19%	-2%	-25%	41%	-7%	11%	15%

Bioassay records: PubChem, National Center for Advancing Translational Sciences (NCATS)
